Compound activity as filed in PubChem.
Giardia killer: kills Giardia lamblia; Giardia lamblia trophozoite viability; activity change, % at 7.66 µM, hits read low; 0.15% of 340,000 active; in the data active = activity change below about -80%; inconclusive = between about -30% and that limit;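 also: parasites exposed to compound for two days anaerobically before the ATP read; % is scaled to controls: 0 for no effect and ±100 for the full control effect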
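Killing of trophozoites was scored by loss of ATP luminescence after a 48 hrs anaerobic exposure to compounds at 37 deg C, using 100 cells per well.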
VP16 counter: inhibits Gal4-VP16 luciferase reporter, ROR gamma counter-screen; Drosophila S2 Gal4-VP16 UAS-luciferase, luminescence, 20 h; 3.5% of 310,000 active; Potency, µM (doses to about 53.6 µM), for the others: at the highest dose activity, negative = inhibition, most hits filed as inhibitors;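 also: Gal4-VP16 expression switched on by copper sulfate through the metallothionein promoter; potency is read from the fitted curve at half-maximal effect; % is scaled to controls: 0 for no effect and ±100 for the full control effect; nearly all actives have a fitted effect of over 50% in size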
KCNH2 3.1 block: KCNH2 3.1 (human) potassium channel inhibition; U2OS KCNH2 3.1, thallium flux FluxOr; stronger effect = lower value; activity change, % (tested at about 1.8 µM); 0.95% of 340,000 active; AID 720553;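 active = maximum activity change below -70%; inconclusive = maximum activity change from -70% to -50%; inactive = maximum activity change above -50%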;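 also: thallium influx rate constant from kinetic fluorescence after stimulation buffer; % is scaled to controls: 0 for no effect and ±100 for the full control effect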
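Normalized rate constant (relative to positive and negative DMSO controls) derived from a 2 min kinetic fluorescence read after stimulation; U2OS cells expressing the 3.1 isoform via virus at 1.77 x 10^8 /mL.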
FLuc modulator: inhibits or activates purified firefly luciferase, miR-21 counter-screen; purified FLuc, Km substrates, luminescence inhibition; Potency, µM (top dose mostly 57.5 µM), without a hit: top-dose activity change, negative = inhibition, actives largely listed as inhibitors; 6.9% of 360,000 active; AID 588342;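 also: potency is read from the fitted curve at half-maximal effect; plate controls were vehicle for no effect and reference inhibitor for full effect; nearly all actives have a fitted effect of over 55% in size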
Target sequence (P08659 whole entry, looked up): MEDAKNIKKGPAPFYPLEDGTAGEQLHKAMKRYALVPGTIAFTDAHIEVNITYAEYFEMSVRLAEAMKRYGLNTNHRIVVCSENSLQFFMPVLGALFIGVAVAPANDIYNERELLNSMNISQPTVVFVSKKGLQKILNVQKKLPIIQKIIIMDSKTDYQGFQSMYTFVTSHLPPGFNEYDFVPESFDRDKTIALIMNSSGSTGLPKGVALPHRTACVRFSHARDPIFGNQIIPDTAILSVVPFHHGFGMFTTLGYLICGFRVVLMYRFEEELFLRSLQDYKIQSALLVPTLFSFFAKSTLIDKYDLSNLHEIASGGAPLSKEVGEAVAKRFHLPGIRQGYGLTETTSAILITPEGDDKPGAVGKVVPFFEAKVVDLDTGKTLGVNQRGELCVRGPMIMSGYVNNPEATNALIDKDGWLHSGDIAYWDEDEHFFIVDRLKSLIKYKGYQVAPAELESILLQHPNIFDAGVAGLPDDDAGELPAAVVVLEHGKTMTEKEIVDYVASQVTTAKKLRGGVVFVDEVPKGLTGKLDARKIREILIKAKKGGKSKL
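Purified P. pyralis luciferase (10nM final) with 10uM D-luciferin and 10uM ATP (Km levels) in 50mM Tris acetate pH 7.5, 10mM Mg acetate, 0.01% Tween-20, 0.05% BSA; qHTS 6-point titration, ~60 µM downward; luminescence read.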
Rab9 promoter act: activates the Rab9 promoter | 2.8% of 320,000 active | AID 485297 | Potency, µM (titrated, usually from 9.22 µM), without a hit: at the top dose activation, negative = inhibition, most hits filed as activators | Huh7 Rab9 promoter-luciferase reporter, luminescence, 24 h; also: potency is read from the fitted curve at half-maximal effect; % of control where 0% means no effect; nearly all actives have a fitted effect of over 60% in size
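Luminescence from Amplite-detected luciferase (10 minutes, ambient) reports Rab9 promoter activation. Before that, stable Rab9-luciferase Huh7 cells (1500/well, reduced-serum OP-MEM I plus 10% FBS) were exposed to compound for 24 hours at 37C.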
uPA generation: cell surface uPA generation inhibition; cell surface uPA generation assay, qHTS; Potency, µM (series often up to 38.3 µM), without a hit: at the highest dose activity change, negative = inhibition, hits mostly inhibitors; 0.31% of 330,000 active; active = well fitted inhibition curve with a large enough effect; inconclusive = small, poorly fitted or top-dose-only effect; inactive = no such curve, though single readings can be large or run the other way; tested in mouse RAW 264.7 cells; also: potency is read from the fitted curve at half-maximal effect; % is scaled to controls: 0 for no effect and ±100 for the full control effect; nearly all actives have a fitted effect of over 55% in size
RORg inh: inhibitors of mouse ROR gamma transcriptional activity; P51450; 5.4% of 310,000 active; Potency, µM (series often up to 53.6 µM), for inactives: top-dose activity change, negative = inhibition, actives largely listed as inhibitors; Drosophila S2 Gal4-RORgamma UAS-luciferase reporter, 20 h; AID 2551; also: potency is read from the fitted curve at half-maximal effect; % is scaled to controls: 0 for no effect and ±100 for the full control effect; nearly all actives have a fitted effect of over 60% in size
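Luminescence from a UAS-regulated Photinus luciferase reporter in stably transfected Drosophila Schneider cells is measured; decreased signal marks ROR gamma inhibition. Fusion expression is induced by 700 uM copper sulfate for 20 hr.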
NPC1 prom act: activators of NPC1 promoter. 2.4% of 320,000 active. Huh7 NPC1 promoter luciferase reporter, 24 h. Potency, µM (highest dose often 9.22 µM), inactives show at the highest dose activation, actives largely listed as activators;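 also: potency is read from the fitted curve at half-maximal effect; % of control where 0% means no effect; nearly all actives have a fitted effect of over 60% in size; reporter is driven by a mutant NPC1 promoter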
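Luciferase expression driven by the NPC1 promoter was measured in stably transfected Huh7 cells after a 24 h compound incubation, using a luciferase reagent and a luminescence read.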
ELG1 genotoxic: induces genotoxicity in HEK293T cells with luciferase-tagged ELG1; HEK293T ELG1-luciferase reporter, luminescence, 16 h; Potency, µM (highest dose often 46 µM), for the others: at the top dose activity change, positive = activation, usual class: activators; 1.3% of 330,000 active; AID 504466; also: potency is read from the fitted curve at half-maximal effect; % of control where 0% means no effect; nearly all actives have a fitted effect of over 60% in size
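HEK293T cells expressing luciferase-tagged ELG1 were treated with compound or DMSO for 16 hr at 37°C. Luciferase activity was then read after 30 min with ONE-Glo at room temperature; rising signal flags genetic stress.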
Tb PFK inh: blocks T. brucei phosphofructokinase; O15648; T. brucei PFK, ADP-Glo luminescence; Potency, µM (top dose mostly 57.5 µM), inactives show top-dose activity, negative = inhibition, actives largely listed as inhibitors; 0.17% of 330,000 active; AID 485367;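 also: potency is read from the fitted curve at half-maximal effect; 0% = uninhibited 1x PFK enzyme wells and -100% = no-enzyme wells; nearly all actives have a fitted effect of over 60% in size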
Target sequence (O15648 whole entry, looked up): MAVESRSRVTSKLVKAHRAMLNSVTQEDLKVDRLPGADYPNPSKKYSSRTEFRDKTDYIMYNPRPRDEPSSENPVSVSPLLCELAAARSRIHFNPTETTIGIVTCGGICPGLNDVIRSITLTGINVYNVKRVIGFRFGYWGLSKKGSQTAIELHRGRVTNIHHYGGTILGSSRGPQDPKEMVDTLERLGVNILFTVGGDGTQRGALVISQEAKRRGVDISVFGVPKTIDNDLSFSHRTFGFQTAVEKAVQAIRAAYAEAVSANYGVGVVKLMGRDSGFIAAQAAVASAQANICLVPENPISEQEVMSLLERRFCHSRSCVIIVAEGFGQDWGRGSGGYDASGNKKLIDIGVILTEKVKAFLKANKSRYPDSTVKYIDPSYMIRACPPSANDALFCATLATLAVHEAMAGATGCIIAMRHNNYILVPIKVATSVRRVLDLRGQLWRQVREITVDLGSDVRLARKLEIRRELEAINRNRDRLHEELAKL
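In TEA buffer at pH 8.0 with 5 mM MgCl2, enzyme (1.25 nM) converted F6P (0.5 mM) and ATP (0.1 mM) for 45 min at room temperature. ADP product was read by luciferase luminescence.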
Coupling enz: coupling enzyme interference in Giardia aldolase counter-screen; coupling enzyme system counterscreen, AmpLite Red fluorescence; AID 2472; 0.67% of 290,000 active; activity change, negative = inhibition, % at 58.2 µM, hits read low; in the data active = activity change below about -30%; also: % is scaled to controls: 0 for no effect and ±100 for the full control effect
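Coupling enzymes only (glyceraldehyde-3-phosphate) + compound, at 57.5 uM final, 10 min RT; add substrate/coupling/AmpLite Red mix, 20 min RT; fluorescence ex 525/em 598 nm. Actives flag coupling-system interference.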
* hit, by the source's call; ? = inconclusive; / = not tested or not shown; [ ] = remark or other dose. Unless noted, calls follow the shape of the dose curve; as a rule, active = well fitted curve in the direction sought with a large enough effect; inconclusive = small, poorly fitted or top-dose-only effect, or another doubt; inactive = no such curve, though single readings can be large; an effect the other way counts as inactive or inconclusive. Compounds were not picked by outcome. About 14% of those tested had a hit in this group.

[1] COC(=O)C1=C(C)N(CCc2ccc(OC)c(OC)c2)C(=O)C1
[2] O=C(Nc1ccncc1)c1ccc2ccccc2c1
[3] COc1cc(/C=C/C(=O)O)ccc1OS(=O)(=O)c1cc(Br)ccc1C
[4] CC(C)[C@H](NC(=O)c1c(F)cccc1F)C(=O)Nc1cccc(Br)c1
[5] CC(C)N(CCNS(=O)(=O)c1ccc(Cl)cc1)C(C)C
[6] CN(C)S(=O)(=O)c1ccc(C(=O)N2CCN=C2SCc2ccccc2)cc1
[7] O=C(CCn1c(=O)oc2ccccc21)NCCN1CCc2ccccc2C1
[8] Cc1cc(C(=O)OCc2nnc(-c3ccccc3)o2)c(C)n1-c1ccccc1

Screen / compound no.,1,2,3,4,5,6,7,8
Giardia killer,-22,14,-28,-9,13,-16,9,-18
VP16 counter,3%,-27%,/,4%,6%,4%,-1%,-4%
KCNH2 3.1 block,-2,4,9,8,-9,10,3,11
FLuc modulator,7%,17µM*,4%,-1%,0%,1%,-1%,?
Rab9 promoter act,-3%,3.5µM*,-4%,-2%[1.84 µM],14%,-1%,-2%,-3%
uPA generation,-1%,-2%,?,0%,1%,2%,3%,10%
RORg inh,-31%,22%,/,-22%,-15%,13%,3%,?
NPC1 prom act,1%,?,-1%,-2%,0%,0%,1%,-2%
ELG1 genotoxic,-1%,15%,-2%,4%,0%,-10%,-7%,-21%
Tb PFK inh,0%,-4%,0%,1%,-1%,0%,-1%,4%
Coupling enz,-15,0,/,0,6,3,1,-2

[9] COc1cccc(CC(=O)Nc2ccc(-c3csc(C)n3)cc2)c1
[10] CC(C)Cc1cc(C(=O)Nc2cc(Br)ccc2O)no1
[11] Cc1ccc2nc(-c3ccccc3)cc(C(=O)NCCCn3ccnc3)c2c1
[12] NS(=O)(=O)c1ccc(NC(=S)N2CCN(c3ccc(Cl)c(Cl)c3)CC2)cc1
[13] Cc1ccc(NS(=O)(=O)c2cccc(C(=O)O)c2)cc1S(=O)(=O)N1CCOCC1
[14] CCOC(=O)C(CCCCCOc1ccccc1[N+](=O)[O-])C(=O)OCC
[15] O=C(C(Cl)Cl)N1CCN(Cc2ccccc2)CC1
[16] CCOC(=O)c1c(C)nn(-c2ncccc2NC(=O)NC(C)C)c1C

Screen / compound no.,9,10,11,12,13,14,15,16
Giardia killer,22,27,4,-28,-27,-5,-11,9
VP16 counter,4%,?,0%,?,-2%,-17%,-16%,1%
KCNH2 3.1 block,-1,-18,-9,-4,-3,-3,3,-7
FLuc modulator,17µM*,12µM*,21µM*,3%,2%,-2%,-3%,1%
Rab9 promoter act,4%,?,0%,-13%,-2%,-7%,-3%,1%
uPA generation,5%,-13%,-1%,-5%,0%,6%,0%,2%
RORg inh,30%,?,9%,?,-11%,-19%[10 µM],-13%,-12%
NPC1 prom act,1%,?,1%,-4%,0%,-1%,1%,-1%
ELG1 genotoxic,4%,8.2µM*,-2%,0%,0%,1%,-6%,2%
Tb PFK inh,0%,-8%,0%,-28%,6%,0%,3%,-1%
Coupling enz,1,-6,3,-2,2,2,-5,0

[17] CCN(CC)c1ccc(S(=O)(=O)N2CCOCC2)cc1NC(=O)CSc1nncn1C
[18] COc1cccc(CNC(=O)C2CCCN(S(=O)(=O)c3c(C)n[nH]c3C)C2)c1 (centres undefined)
[19] O=C(c1ccccc1)C(C(=O)N1CCc2ccccc2C1)n1ccccc1=O (centres undefined)
[20] CCOc1ccc(C(=O)NCC(=O)N2CCN(C/C=C/c3ccccc3)CC2)cc1OCC
[21] CCOc1nc(-c2ccc(C)cc2)ccc1-c1noc(COC)n1
[22] CCOC(=O)Cc1cc(-c2ccccc2)nc2ccc3ccccc3c12
[23] Cc1cc([N+](=O)[O-])nn1Cc1ccc(C(=O)N/N=C/c2ccccc2)cc1
[24] Cc1cc(C)n(C(=O)CNC(=O)/C=C/c2ccccc2)n1

Screen / compound no.,17,18,19,20,21,22,23,24
Giardia killer,-1,-14,16,-12,-8,-21,3,-15
VP16 counter,/,-4%,13%,/,-3%,-1%,0%,-3%
KCNH2 3.1 block,-5,-1,-7,-13,1,-3,-20,14
FLuc modulator,-3%,0%,2%,?,-15%,?,?,-3%
Rab9 promoter act,-5%,-10%,-1%,-5%,3%,0%,-2%,-6%
uPA generation,2%,1%,-3%,14%,8%,2%,-2%,1%
RORg inh,/,4%,?,/,43%,-17%,25%,14%
NPC1 prom act,-2%,-4%,0%,0%,-3%,-5%,-3%,-2%
ELG1 genotoxic,-1%,-1%,0%,7%,4%,-2%,6%,-2%
Tb PFK inh,-7%,5%,4%,6%,-1%,1%,-9%,-20%
Coupling enz,/,-1,4,/,-1,-1,-2,3

Some of these compounds in order of length of the SMILES, lowest first:
[15] O=C(C(Cl)Cl)N1CCN(Cc2ccccc2)CC1
[24] Cc1cc(C)n(C(=O)CNC(=O)/C=C/c2ccccc2)n1
[22] CCOC(=O)Cc1cc(-c2ccccc2)nc2ccc3ccccc3c12
[16] CCOC(=O)c1c(C)nn(-c2ncccc2NC(=O)NC(C)C)c1C
[14] CCOC(=O)C(CCCCCOc1ccccc1[N+](=O)[O-])C(=O)OCC
[17] CCN(CC)c1ccc(S(=O)(=O)N2CCOCC2)cc1NC(=O)CSc1nncn1C
[20] CCOc1ccc(C(=O)NCC(=O)N2CCN(C/C=C/c3ccccc3)CC2)cc1OCC

Screen / compound no.,15,24,22,16,14,17,20
Giardia killer,-11,-15,-21,9,-5,-1,-12
VP16 counter,-16%,-3%,-1%,1%,-17%,/,/
KCNH2 3.1 block,3,14,-3,-7,-3,-5,-13
FLuc modulator,-3%,-3%,?,1%,-2%,-3%,?
Rab9 promoter act,-3%,-6%,0%,1%,-7%,-5%,-5%
uPA generation,0%,1%,2%,2%,6%,2%,14%
RORg inh,-13%,14%,-17%,-12%,-19%[10 µM],/,/
NPC1 prom act,1%,-2%,-5%,-1%,-1%,-2%,0%
ELG1 genotoxic,-6%,-2%,-2%,2%,1%,-1%,7%
Tb PFK inh,3%,-20%,1%,-1%,0%,-7%,6%
Coupling enz,-5,3,-1,0,2,/,/

Continued.
[25] COc1ccc(C(=O)Nc2ccc(Cl)c(S(=O)(=O)N3CCOCC3)c2)cc1
[26] Cn1c(=O)c2nc(NCc3ccccc3)cnc2n(C)c1=O
[27] Cc1sc(NC(=O)C2CCCCC2)c(C#N)c1-c1ccccc1
[28] O=C1C=C(O)c2cccc(O)c2C1=O
[29] O=C1CN(C(=O)NCCC(=O)NC2CCCCC2)c2ccccc2N1
[30] Cc1ccc2c(c1)nnc1nnc(SCC(=O)O)n12
[31] CC(C)(C)C(=O)NC(=S)Nc1ccc(S(=O)(=O)Nc2nccs2)cc1
[32] C/C(=N\NC(=O)NC1CCCCC1)c1ccco1

Screen / compound no.,25,26,27,28,29,30,31,32
Giardia killer,-16,-6,-16,3,-7,-6,-20,9
VP16 counter,/,4%,-20%,-1%,0%,8%,0%,19%
KCNH2 3.1 block,-16,-12,-19,3,-26,-28,7,5
FLuc modulator,/,2%,6.7µM*,-10%,0%,0%,-12%,-3%
Rab9 promoter act,/,-4%,4µM*,3%,0%,-4%,-4%,17%
uPA generation,-1%,1%,1%,5%,23%,-3%,1%,-4%
RORg inh,/,21%,?,18%,-25%,1%,11%,4%
NPC1 prom act,/,-5%,?,3%,-10%,2%,0%,7%
ELG1 genotoxic,-17%,-5%,?,-3%,1%,-2%,2%,?
Tb PFK inh,0%,-2%,0%,4%,2%,-3%,1%,2%
Coupling enz,/,-2,1,-3,/,-1,7,-1

Quoted from the listing.
cpd 25 – ELG1 genotoxic = -17%
cpd 27 – uPA generation = 1%

The results go on.
[33] CCOC(=O)Cc1[nH]nc2c1C(c1ccsc1)C(C#N)=C(N)O2 (centres undefined)
[34] O=C(N/N=C/C=C/c1ccc([N+](=O)[O-])cc1)c1cccs1
[35] COc1cccc(C(=O)Nc2ccc3nc4n(c(=O)c3c2)CCCC4)c1
[36] Cc1cc(OCC(=O)Nc2cccnc2)c2c(C)cc(=O)oc2c1

Screen / compound no.,33,34,35,36
Giardia killer,5,-16,4,-12
VP16 counter,-19%,?,-2%,-4%
KCNH2 3.1 block,-5,-33,-6,1
FLuc modulator,1%,-11%,17µM*,0%
Rab9 promoter act,-9%,-3%,?,-1%
uPA generation,-10%,-3%,-16%,0%
RORg inh,-1%,4µM*,-7%,-9%
NPC1 prom act,-5%,22%,26%,-1%
ELG1 genotoxic,4%,3%,0%,2%
Tb PFK inh,5%,0%,-2%,-1%
Coupling enz,-1,/,1,/
